Assay outcomes from PubChem BioAssay.
CHX counter = Cycloheximide Counterscreen for Small Molecule Inhibitors of Shiga Toxin; cell reporter, cycloheximide protein synthesis inhibition counterscreen; hit rate 12% among 300,000; max response, %; in the data active = max response mostly above about 13%, no sharp cut-off; inactive = mostly below about 14%; also: read at 38.3 µM for the half of the compounds with a filed dose; 0% is about no effect
Pf growth 48h = Primary qHTS for delayed death inhibitors of the malarial parasite plastid, 48 hour incubation. AID 504832, 2011. Potency, µM (top dose mostly 28.7 µM), for inactives: at the highest dose activity change, negative = inhibition, usual class: inhibitors. P. falciparum luciferase growth in erythrocytes, 48 h. hit rate 5.9% among 310,000; also: potency is read from the fitted curve at half-maximal effect; % is scaled to controls: 0 for no effect and ±100 for the full control effect
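Erythrocytes infected with P. falciparum carrying an integrated firefly luciferase reporter (2% hematocrit, 0.1% parasitemia final) were exposed to compounds in RPMI 1640 with 0.5% Albumax at 37 C, 5% CO2. Growth inhibition was scored as reduced luminescence.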
TbPYK inhibitor = qHTS of Trypanosoma Brucei Inhibitors | TbPYK enzyme, Kinase-Glo Plus ATP luminescence, 45 min | Potency, µM (top dose mostly 76.8 µM), without a hit: at the highest dose activity, negative = inhibition, usual class: inhibitors | hit rate 0.12% among 410,000; also: potency is read from the fitted curve at half-maximal effect; % is scaled to controls: 0 for no effect and ±100 for the full control effect; nearly all actives have a fitted effect of over 50% in size
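Luminescent Kinase-Glo Plus end-point after 45 min room-temperature reaction of T. brucei pyruvate kinase started with 130 uM ADP (final). Buffer TEA 50 mM pH 7.2 with KCl, MgCl2, BSA, Tween-20; titration-based qHTS with fitted concentration-effect curves.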
Shiga toxin inh = A qHTS for Small Molecule Inhibitors of Shiga Toxin. Vero cells, Shiga toxin protein synthesis inhibition reporter. inhibition, % at 38.7 µM. hit rate 9.2% among 290,000; in the data active = inhibition mostly above about 28%, no sharp cut-off; inactive = mostly below about 43%; also: 0% is about no effect
LmPK inhibitor = qHTS Assay for Inhibitors of Leishmania Mexicana Pyruvate Kinase (LmPK); Potency, µM (titrated, usually from 57.5 µM), inactives show top-dose activity change, negative = inhibition, hits mostly inhibitors; AID 1721, 2009; hit rate 0.37% among 290,000; Q27686; purified LmPK, Kinase-Glo ATP luminescence, 1 h; also: potency is read from the fitted curve at half-maximal effect; % is scaled to controls: 0 for no effect and ±100 for the full control effect
Target sequence (Q27686 whole entry, looked up): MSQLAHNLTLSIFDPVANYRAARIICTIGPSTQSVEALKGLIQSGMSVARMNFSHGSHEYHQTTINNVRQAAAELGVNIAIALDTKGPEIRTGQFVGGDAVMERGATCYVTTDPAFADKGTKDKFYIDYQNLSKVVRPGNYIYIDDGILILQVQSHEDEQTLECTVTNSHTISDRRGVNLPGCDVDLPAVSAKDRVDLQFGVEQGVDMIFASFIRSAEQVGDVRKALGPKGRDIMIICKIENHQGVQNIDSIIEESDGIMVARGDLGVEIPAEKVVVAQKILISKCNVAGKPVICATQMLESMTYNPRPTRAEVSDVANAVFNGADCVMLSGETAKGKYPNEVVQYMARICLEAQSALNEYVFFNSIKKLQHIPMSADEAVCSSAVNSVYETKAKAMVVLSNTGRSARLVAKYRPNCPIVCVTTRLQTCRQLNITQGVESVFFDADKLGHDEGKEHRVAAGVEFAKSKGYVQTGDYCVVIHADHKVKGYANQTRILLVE
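Kinase-Glo luminescence read after 1 h RT reaction of 0.1 nM LmPK with 0.5 mM PEP and 0.1 mM ADP. Activity scaled between uninhibited and enzyme-free controls.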
HCV inhibitor = qHTS Assay for Inhibitors of Hepatitis C Virus (HCV); Huh7.5.1 HCVcc-Cre infection, luciferase reporter, 44 h; Potency, µM (titrated, usually from 41.8 µM), inactives show at the top dose activity change, negative = inhibition, hits mostly inhibitors; hit rate 3.4% among 340,000; AID 651820, 2012; also: potency is read from the fitted curve at half-maximal effect; % is scaled to controls: 0 for no effect and ±100 for the full control effect
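Whole-lifecycle infectious HCVcc-Cre system; cells 1,000/well, compound then virus (~0.5 moi) added 4 h after plating, 44 h culture. Luciferase read 15 sec following 15 min substrate incubation, room temp.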
Pf growth 96h = Primary qHTS for delayed death inhibitors of the malarial parasite plastid, 96 hour incubation; P. falciparum luciferase reporter growth, 96 h; Potency, µM (series often up to 28.7 µM), for inactives: top-dose activity change, negative = inhibition, actives largely listed as inhibitors; hit rate 6.9% among 320,000; AID 504834, 2011; also: potency is read from the fitted curve at half-maximal effect; % is scaled to controls: 0 for no effect and ±100 for the full control effect
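96 h incubation, 37 C, 5% CO2, of luciferase-reporter P. falciparum-infected RBCs (2% hematocrit, 0.05% parasitemia final) with test compounds; endpoint luminescence.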
* = called active by the depositor; ? = inconclusive; / = not tested or not shown; [ ] = remark or other dose. Unless noted, calls follow the shape of the dose curve; as a rule, active = well fitted curve in the direction sought with a large enough effect; inconclusive = small, poorly fitted or top-dose-only effect, or another doubt; inactive = no such curve, though single readings can be large; an effect the other way counts as inactive or inconclusive.

Keys – A = CHX counter; B = Pf growth 48h; C = TbPYK inhibitor; D = Shiga toxin inh; E = LmPK inhibitor; F = HCV inhibitor; G = Pf growth 96h
compound: CC(=O)c1ccc(NC(=O)c2noc(C(C)C)c2[N+](=O)[O-])cc1
  A: 41* | B: -31% | C: 0% | D: 37 | E: -4% | F: -9% | G: 10%

compound: Cc1cccc(C)c1NC(=O)c1cccc2c1-c1ccccc1C2=O
  A: -1 | B: 11% | C: 3% | D: -12 | E: -2% | F: 3% | G: ?

compound: CC(C)N1C(=O)c2ccc(C(=O)O)cc2C1=O
  A: 7 | B: 7% | C: -7% | D: -6 | E: -1% | F: 3% | G: 21%

compound: COCCNC(=O)C(c1ccc(Cl)cc1)N(C(=O)CCC(=O)Nc1ccccn1)C1CCCC1 (configuration not stated)
  A: -5 | B: ? | C: -7% | D: -16 | E: -1% | F: -9% | G: -23%

compound: O=[N+]([O-])c1cc(CN2CCOCC2)c2cccnc2c1O
  A: 10 | B: 4.1µM* | C: -7% | D: 6 | E: -4% | F: 0% | G: -16%

compound: O=C(NCc1ccccn1)c1nc(Cn2cc([N+](=O)[O-])cn2)no1
  A: -4 | B: ? | C: 5% | D: -15 | E: 1% | F: 13% | G: ?

compound: CCN(CC(=O)NCc1ccc(F)cc1)C(=O)c1ccc2c(c1)OCO2
  A: / | B: -10% | C: 3% | D: / | E: / | F: 3% | G: -5%

compound: CCc1nc2ccccc2c(C(=O)Nc2cc(C)ccc2C)c1C
  A: -3 | B: -12% | C: -4% | D: -3 | E: -2% | F: -2% | G: -19%

compound: Cc1ccc(Nc2nnc(SCC(=O)NC3CCS(=O)(=O)C3)s2)c(C)c1 (configuration not stated)
  A: 12 | B: ? | C: -20% | D: 2 | E: 4% | F: 5% | G: 2.6µM*

compound: CC(C)N(Cc1nc(-c2ccc(Cl)cc2)no1)C(=O)CN(C)S(=O)(=O)c1ccc(Cl)cc1
  A: -2 | B: -5% | C: 2% | D: -34 | E: -13% | F: ? | G: /

compound: Cc1ccnc(N2CCN(C(=O)CSc3nc4ccccc4nc3N3CCC(C)CC3)CC2)c1
  A: 21 | B: ? | C: 6% | D: 21 | E: -3% | F: ? | G: 29%

compound: O=C(CCNS(=O)(=O)c1ccccc1)NCCSc1ccc(Br)cc1
  A: / | B: ? | C: 6% | D: / | E: / | F: 8% | G: ?

compound: C[C@@H](C(=O)Nc1ccc2c(c1)OCCO2)n1c(=O)[nH]c2ccccc2c1=O
  A: 49* | B: 259%[activator] | C: 4% | D: 147* | E: -1% | F: 15% | G: 407%[activator]

compound: COC(=O)C1=C(c2ccc(OC(F)(F)F)cc2)C[C@@H]2CC[C@H]1N2C(=O)NCc1cc(C)oc1C(F)(F)F
  A: / | B: 12µM* | C: 1% | D: / | E: / | F: ? | G: 8.3µM*

compound: O=C(Nc1ccccc1)C1=C(N2CCOCC2)/C(=C/c2cccnc2)CC1
  A: 13 | B: ? | C: 7% | D: -4 | E: 4% | F: -15% | G: -5%

compound: Cc1cc(C(=O)CSc2nc3ccc(Cl)cc3[nH]2)c(C)n1C
  A: 8 | B: ? | C: -16% | D: 16 | E: 3% | F: ? | G: ?

compound: COC(=O)c1ccc(NC(c2ccc(Cl)cc2)P(=O)(OC)OC)cc1 (configuration not stated)
  A: 32* | B: 20% | C: -12% | D: 20 | E: 9% | F: -4% | G: 5%

compound: N#CC(CCN1CCOCC1)(c1ccccc1)c1ccccc1
  A: -8 | B: -6% | C: 4% | D: -7 | E: -14% | F: ? | G: ?

compound: O=C(/C=C/c1cccs1)Nc1cccnc1
  A: 75* | B: 216%[activator] | C: -8% | D: 124* | E: ? | F: -2% | G: 4.7µM*

compound: O=c1[nH]c(N/N=C/c2ccccc2)nc2ccccc12
  A: 43* | B: -3% | C: 7% | D: 72* | E: -7% | F: 8% | G: 2%

compound: Cc1ccc(C2=NN3C(C(=O)c4ccccc4)Oc4ccccc4C3C2)cc1 (configuration not stated)
  A: 34* | B: -96% | C: 2% | D: 86* | E: -4% | F: -26% | G: ?

compound: CCc1ccc(-c2cc(C)no2)cc1S(=O)(=O)Nc1ccc(C)cn1
  A: -8 | B: 0% | C: -3% | D: -6 | E: -6% | F: -13% | G: 13µM*

compound: CC(C)Cc1nc(SCC(=O)Nc2ccc(S(N)(=O)=O)cc2)n[nH]1
  A: 0 | B: / | C: / | D: -11 | E: 1% | F: ? | G: -3%

compound: CCCC(=O)NC1C2CC3CC(C2)CC1C3 (configuration not stated)
  A: -2 | B: ? | C: -7% | D: 0 | E: -2% | F: 4% | G: ?

compound: COC(=O)c1ccccc1NC(=O)/C=C/C(=O)O
  A: -3 | B: -2% | C: -2% | D: -11 | E: 2% | F: 1% | G: -22%

compound: CCc1ccc(NC2CC(=O)N(CCc3ccc(OC)c(OC)c3)C2=O)cc1 (configuration not stated)
  A: -2 | B: -2%[5.75 µM] | C: -21% | D: 21 | E: 0% | F: -8% | G: 0%

compound: O=C(C1COc2ccccc2O1)N1CCN(Cc2ccccc2)CC1 (configuration not stated)
  A: -3 | B: 30% | C: 3% | D: / | E: 25% | F: 7% | G: 8.3µM*

compound: CC1CC(OC(=O)C(O)c2ccccc2)CC(C)(C)C1 (configuration not stated)
  A: -6 | B: -3% | C: 1% | D: 12 | E: / | F: / | G: 12%

compound: O=C(CCN1C(=O)C2CCCCC2C1=O)N1CCN(S(=O)(=O)c2ccccc2)CC1 (configuration not stated)
  A: / | B: ? | C: -1% | D: / | E: / | F: 20% | G: -12%

compound: CC(C)(C)n1nnnc1C(c1cccnc1)N1CCN(c2ccccc2)CC1 (configuration not stated)
  A: -1 | B: ? | C: 3% | D: -9 | E: -4% | F: 9% | G: -17%

A stretch of the results above:
Keys – A = CHX counter; B = Pf growth 48h; C = TbPYK inhibitor; D = Shiga toxin inh; E = LmPK inhibitor; F = HCV inhibitor; G = Pf growth 96h
compound: COC(=O)c1ccc(NC(c2ccc(Cl)cc2)P(=O)(OC)OC)cc1 (configuration not stated)
  A: 32* | B: 20% | C: -12% | D: 20 | E: 9% | F: -4% | G: 5%

compound: N#CC(CCN1CCOCC1)(c1ccccc1)c1ccccc1
  A: -8 | B: -6% | C: 4% | D: -7 | E: -14% | F: ? | G: ?

compound: O=C(/C=C/c1cccs1)Nc1cccnc1
  A: 75* | B: 216%[activator] | C: -8% | D: 124* | E: ? | F: -2% | G: 4.7µM*

Remaining list, next part.
Keys – A = CHX counter; B = Pf growth 48h; C = TbPYK inhibitor; D = Shiga toxin inh; E = LmPK inhibitor; F = HCV inhibitor; G = Pf growth 96h
compound: Cc1ccccc1NC(=O)CSc1nnc(-c2ccoc2C)n1CCc1ccccc1
  A: 10 | B: ? | C: 3% | D: -8 | E: 5% | F: -8% | G: 22%

compound: NS(=O)(=O)c1ccc(CCNC(=O)COC(=O)CCN2C(=O)C3CC=CCC3C2=O)cc1 (configuration not stated)
  A: / | B: -11% | C: -3% | D: / | E: / | F: -16% | G: 14%

compound: COc1ccc(CCNS(=O)(=O)c2ccc3c(c2)CCN3C(=O)C2CC2)cc1OC
  A: -6 | B: -3% | C: -14% | D: 11 | E: 5% | F: -1% | G: ?

compound: O=C(Nc1nc(-c2ccc(Cl)s2)cs1)c1ccncc1
  A: 15 | B: -12% | C: -2% | D: 23 | E: 0% | F: ? | G: 10µM*

compound: Cc1ccc(NC(=O)COC(=O)Cn2cnc3ccccc32)cc1S(=O)(=O)N(C)C
  A: -5 | B: -9% | C: 0% | D: -1 | E: -1% | F: 5% | G: ?

compound: Cc1cccc(OCc2nnc(SCC(=O)Nc3ncc(C)s3)o2)c1
  A: -3 | B: 6% | C: -1% | D: -11 | E: 4% | F: 16% | G: -42%

compound: O=C(Cc1ccc(S(=O)(=O)N2CCCCC2)s1)Nc1ccc(F)cc1F
  A: -2 | B: -26% | C: -9% | D: 10 | E: 0% | F: ? | G: 13µM*

compound: Cc1c(C(=O)N(C)CCC#N)oc2ccc(S(=O)(=O)N3CCOCC3)cc12
  A: -3 | B: 26% | C: 3% | D: -1 | E: 0% | F: 22% | G: ?

compound: Cc1ccc(C(=O)C2=C(O)C(=O)N(Cc3ccccc3)C2c2cccnc2)o1 (configuration not stated)
  A: -2 | B: 17% | C: 3% | D: -5 | E: -5% | F: 1% | G: -16%

compound: Cc1ccc(S(=O)(=O)N2CCN(CC(=O)N/N=C/C=C/c3ccccc3)CC2)cc1
  A: -2 | B: 0% | C: -1% | D: -9 | E: -2% | F: 18% | G: 26%

compound: CCCCCC(=O)NNC(=S)NC(=O)c1cccc([N+](=O)[O-])c1
  A: -1 | B: -5% | C: ? | D: 1 | E: 0% | F: -22% | G: ?

compound: CCCCn1c(N)c(N(CC(C)C)C(=O)C2CCN(C(=O)c3ccc(F)cc3)CC2)c(=O)[nH]c1=O
  A: 5 | B: -4% | C: -4% | D: -2 | E: -10% | F: 10% | G: ?

compound: Cc1ccc(C)c(NC(=O)C2CCCN(S(=O)(=O)c3c(C)nn(C)c3C)C2)c1 (configuration not stated)
  A: 7 | B: -26% | C: -1% | D: -14 | E: 1% | F: -5% | G: 2.9µM*

compound: COC(=O)c1ccc(Nc2nc(C)cc(=O)[nH]2)cc1
  A: 12 | B: 1% | C: 3% | D: 48 | E: -8% | F: -6% | G: /

compound: O=C1Nc2ccccc2S/C1=C/NCc1ccccc1Cl
  A: 13 | B: 9% | C: -16% | D: 39 | E: 0% | F: -6% | G: 14%

compound: O=C(CCC(=O)N1CCN(c2ccc(F)cc2)CC1)c1ccc(Cl)cc1
  A: -3 | B: ? | C: -5% | D: 3 | E: 0% | F: -4% | G: -6%

compound: O=C(c1ccccc1)C1CN(c2ccccc2)CC1c1ccc(Cl)cc1 (configuration not stated)
  A: -3 | B: -6% | C: 4% | D: -13 | E: 0% | F: 26% | G: -8%

compound: Cc1ccc2nc(SCc3nnc(-c4ccccc4)o3)[nH]c2c1
  A: -3 | B: 41%[activator] | C: 0% | D: -6 | E: 0% | F: -12% | G: ?

compound: CCN(CC)c1ccc(C(=O)NNC(=O)CN2C(=O)NC(C)(c3ccccc3)C2=O)cc1 (configuration not stated)
  A: / | B: -6% | C: -8% | D: / | E: / | F: -15% | G: -14%

compound: COc1ccc(-c2cc(=O)oc3cc(OC(C)C(=O)NCc4ccccn4)ccc23)cc1 (configuration not stated)
  A: -1 | B: ? | C: -2% | D: 7 | E: -5% | F: ? | G: ?

compound: Cc1ccc(S(=O)(=O)/N=C/c2ccc(N(C)C)cc2)cc1
  A: -2 | B: -1% | C: 4% | D: -11 | E: 2% | F: 39%[activator] | G: 2%

compound: CC(C)CC(NC(N)=O)C(=O)OCC(=O)Nc1ccc(OC(F)F)cc1 (configuration not stated)
  A: 0 | B: 17% | C: 6% | D: -3 | E: 2% | F: 21% | G: 30%[activator]

compound: COc1ccc(C(=O)/C=C/c2cn(CC(O)CN3CCN(C)CC3)c3ccccc23)cc1OC (configuration not stated)
  A: -2 | B: 4.7µM* | C: -1% | D: -2 | E: 1% | F: -75% | G: 12µM*

compound: Cc1cnc2cc([N+](=O)[O-])ccc2n1
  A: -2 | B: 11% | C: -1% | D: 2 | E: 3% | F: 21% | G: 8%
